# BCLXL inh: inhibitors of human Bcl-xL; Q07817; GST-Bcl-xL / FITC-Bim BH3 peptide fluorescence polarization; inhibition, % at 10.9 µM; hit rate 0.7% among 320,000;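 active = inhibition above the mean of all tested compounds plus 3 SD, cutoff set per campaign, cut at about 30% in these data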;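 also: 0% = DMSO wells and 100% = unlabeled Bim-BH3 peptide competitor; inhibitors lower millipolarization by displacing the labeled peptide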
# AGP1 TOR yeast: modulators of TOR pathway AGP1-GFP in S. cerevisiae; S. cerevisiae AGP1-GFP multiplex flow cytometry, 3 h; GFP as percent of DMSO wells; GFP response vs DMSO, % at 10 µM; hit rate 0.02% among 320,000; AID 2066;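 active = GFP response relative to DMSO above a set limit, near screen average plus 3 SD, cut at about 150% in these data; inconclusive = fewer than 70 cells counted for the yeast strain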;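 also: median GFP channel fluorescence of the gated AGP1 strain per well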
# CIT2 TOR yeast: modulators of TOR pathway CIT2-GFP in S. cerevisiae | hit rate 0.065% among 320,000 | S. cerevisiae CIT2-GFP strain, flow cytometry, 3 h; 100 means same as DMSO wells | AID 2029 | GFP response vs DMSO, % at 10 µM;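 active = GFP response relative to DMSO above a set limit, near the screen mean plus 3 SD, cut at about 150% in these data; inconclusive = Fewer than 70 cells measured for a yeast strain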;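 also: ratio of well median GFP fluorescence to mean of DMSO wells on the plate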
# MCL1 BIM primary: MCL1-BIM-BH3 interaction inhibition (human); GST-MCL1 / FITC-Bim-BH3 fluorescence polarization; inhibition, % at 10.9 µM; hit rate 0.68% among 320,000;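 active = inhibition above the mean inhibition of all tested compounds plus 3 SD, set per campaign, cut at about 40% in these data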;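 also: 0% = DMSO wells and 100% = unlabeled Bim-BH3 peptide control; higher means more loss of mP so more displacement of Bim peptide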
# GLD-1 RNA inh: GLD-1-TGE RNA interaction inhibition (C. elegans); AID 2280; purified GLD-1 + fluorescein TGE RNA, fluorescence polarization; inhibition, % at 5.96 µM; hit rate 0.44% among 320,000; Q17339;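 active = percent inhibition above a per-plate cutoff, the plate mean of test compounds plus 3 SD, cut at about 30% in these data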;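 also: 0% = DMSO wells with GLD-1 and probe and 100% = wells lacking GLD-1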
# MEX-5 binding: C. elegans MEX-5 TCR-2 RNA binding activity; MEX-5/FITC-TCR2 RNA binding, fluorescence polarization; stronger effect = lower value; activity score (negative = inhibition of binding), % at 10 µM; hit rate 0.38% among 300,000;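 active = inhibition past about -25% in most replicates, and total fluorescence under double the plate's negative control median, limit read from the data; inconclusive = replicates evenly split on the limit, or fluorescence at least double controls; inactive = too little inhibition in most replicates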;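 also: 0% = DMSO and -100% = 5 µM competing unlabeled TCR2 RNA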
# Fam108B inh: blocks mouse Fam108B hydrolase in RBBP9 counter-screen | recombinant Fam108B, FP-Rh probe fluorescence polarization | hit rate 0.33% among 300,000 | inhibition, % at 9.51 µM;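 active = inhibition above the screen mean inhibition plus 3 SD, computed separately per campaign, cut at about 18% in these data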;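 also: inhibitors lower polarization as less probe binds the enzyme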
# GRK2 inh: human GRK2 inhibition via aptamer displacement. P25098. bead flow cytometry, FAM-aptamer displacement from GRK2. inhibition of aptamer binding, % at 10 µM. hit rate 0.59% among 330,000. AID 488847;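 active = inhibition of aptamer binding above 40%, roughly 3 SD of noise, on plates passing a quality check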;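 also: median bead fluorescence of bound FAM aptamer so fluorescent compounds give negative values; no value below 0 was filed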
# VLA-4 inh: inhibition in a human VLA-4 binding assay | AID 2557 | inhibition, % (about 7 µM as worked out from the volumes in the protocol) | VLA-4 expressing cells, ligand binding flow cytometry | hit rate 0.2% among 330,000; in the data active = inhibition above about 50%
# Target sequence (P13612 whole entry, looked up): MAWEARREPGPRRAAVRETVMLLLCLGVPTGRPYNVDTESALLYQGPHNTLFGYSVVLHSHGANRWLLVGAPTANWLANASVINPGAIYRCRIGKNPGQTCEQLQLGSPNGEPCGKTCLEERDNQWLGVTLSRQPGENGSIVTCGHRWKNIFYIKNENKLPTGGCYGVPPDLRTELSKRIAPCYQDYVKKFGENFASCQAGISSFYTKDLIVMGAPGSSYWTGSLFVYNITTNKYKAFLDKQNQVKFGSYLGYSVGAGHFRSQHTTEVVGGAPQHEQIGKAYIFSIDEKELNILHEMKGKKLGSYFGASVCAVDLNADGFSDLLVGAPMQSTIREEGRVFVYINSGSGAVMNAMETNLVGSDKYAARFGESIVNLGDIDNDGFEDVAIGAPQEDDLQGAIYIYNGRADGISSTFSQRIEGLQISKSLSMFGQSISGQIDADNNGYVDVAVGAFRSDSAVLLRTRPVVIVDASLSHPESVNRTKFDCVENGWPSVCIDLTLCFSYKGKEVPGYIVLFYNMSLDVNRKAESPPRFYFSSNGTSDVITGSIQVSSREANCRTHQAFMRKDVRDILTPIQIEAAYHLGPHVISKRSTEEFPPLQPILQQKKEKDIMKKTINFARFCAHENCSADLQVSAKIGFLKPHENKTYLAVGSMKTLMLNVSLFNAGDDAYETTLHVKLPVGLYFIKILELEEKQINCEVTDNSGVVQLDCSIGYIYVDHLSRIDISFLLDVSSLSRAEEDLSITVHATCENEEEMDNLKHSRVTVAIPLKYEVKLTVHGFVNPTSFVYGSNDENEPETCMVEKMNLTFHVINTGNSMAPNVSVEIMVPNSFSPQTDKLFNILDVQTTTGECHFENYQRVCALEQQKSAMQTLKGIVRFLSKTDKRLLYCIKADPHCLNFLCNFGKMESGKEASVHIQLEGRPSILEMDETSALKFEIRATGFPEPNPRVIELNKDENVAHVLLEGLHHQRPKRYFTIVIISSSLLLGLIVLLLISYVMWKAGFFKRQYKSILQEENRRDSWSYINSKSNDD
# Numbers without * were called inactive; u = inconclusive; x = no result given.
SMILES,BCLXL inh,AGP1 TOR yeast,CIT2 TOR yeast,MCL1 BIM primary,GLD-1 RNA inh,MEX-5 binding,Fam108B inh,GRK2 inh,VLA-4 inh
O=C(NNC(=O)c1ccc(F)cc1F)c1ccc2c(c1)OCO2,1.0,94.4,83.2,-1.8,-0.9,-0.9,6.8,0.0,20.7
COc1ccccc1C(=O)COC(=O)CCN=C1NS(=O)(=O)c2ccccc21,-12.0,104.3,103.7,-22.3,7.0,-0.3,-2.1,1.0,9.1
O=C(Nc1cc(C(F)(F)F)ccc1N1CCOCC1)c1cccnc1,-1.8,95.6,91.5,-6.1,4.6,1.0,-1.5,2.0,9.7
CCCCOC(=O)C1CCCC(C)N1 (centres undefined),4.7,100.6,95.7,-1.7,-10.0,-0.6,1.8,0.0,2.7
Cc1cccc(C)c1NC(=O)CSCC(=O)O,6.6,85.1,85.0,8.2,-4.0,0.6,2.1,3.0,7.5
COc1ccc(N2CC(C)Cn3c2nc2c3c(=O)n(Cc3ccc(C)cc3)c(=O)n2C)c(OC)c1 (centres undefined),5.2,115.2,120.6,1.5,7.4,0.6,3.9,5.0,20.4
CCCn1c(N)c(C(=O)NS(=O)(=O)c2ccc(C)cc2)c(=O)n(C)c1=O,10.0,92.1,85.7,3.5,5.2,0.1,1.2,0.0,5.7
CC(C)(C)OC(=O)Cn1c(=O)cnc2ccccc21,-0.2,105.3,100.2,1.5,-0.1,-2.3,3.2,3.0,7.1
COc1cccc(NC(=O)CN2C(=O)NC(C)(C3CC3)C2=O)c1 (centres undefined),x,96.8,91.5,x,4.6,x,x,1.0,11.4
O=C(OCc1ccc(F)cc1)c1ccc2c(c1)-c1ccccc1C2=O,7.0,x,u,7.0,4.6,1.6,0.2,1.0,9.3
CC12CCC(C(=O)N(c3cccc(Cl)c3)C1=O)C2(C)C (centres undefined),2.1,105.7,105.4,5.0,3.6,-1.7,-1.2,0.0,15.3
COc1ccccc1N(Cc1ccccc1)S(=O)(=O)c1cc(C(=O)O)ccc1Cl,4.4,93.8,95.1,6.6,7.5,-3.1,-3.3,2.0,2.7
COc1cccc(CN2CCN(Cc3cc(OC)c(OC)c(OC)c3)CC2)c1OC,x,103.4,107.0,x,x,0.2,x,3.0,3.0
O=C(NCC(c1ccco1)N1CCN(c2ccc(F)cc2)CC1)C(=O)NC1CCCCC1 (centres undefined),-1.3,104.2,92.7,-7.7,0.2,-0.9,-5.0,2.0,2.9
Cc1ccc(NC(=O)N(Cc2cc3cc(C)cc(C)c3[nH]c2=O)CC2COCCO2)cc1 (centres undefined),-1.2,106.7,100.4,-5.4,2.2,-1.9,3.3,2.0,5.2
CN(C)S(=O)(=O)c1ccc(C(=O)NCC(c2cccs2)N2CCOCC2)cc1 (centres undefined),-7.7,89.2,89.4,-5.3,11.2,-0.8,-2.7,0.0,-7.2
O=C(Nc1ccccc1N1CCCC1)c1ccc2ccccc2c1,0.8,94.9,98.4,0.1,-1.4,0.4,4.0,0.0,-3.4
CC[N+]1(CC(O)COC2CC(C)CC(C)(C)C2)CCOCC1 (centres undefined),-13.6,103.4,88.5,-12.9,-7.4,-2.1,0.9,0.0,-0.2
Cc1ccsc1/C=N/n1cnnc1,0.7,106.4,99.1,-4.2,3.4,-4.8,-1.1,0.0,12.3
CCN(c1ccccc1)S(=O)(=O)c1ccc(Cl)c(NC(=O)CSc2nncn2C)c1,-0.4,99.1,96.0,-3.4,2.1,x,0.7,1.0,-3.9
O=c1[nH]c2ccccc2nc1Cc1ccc([N+](=O)[O-])cc1,1.4,94.7,87.5,-0.2,2.8,2.2,-0.8,2.0,-2.7
CCN(CC(=O)Nc1c(F)cccc1F)C(=O)C1(c2ccccc2)CC1,-3.2,111.5,116.0,-13.0,3.7,1.0,4.7,1.0,-15.0
Cc1onc(-c2ccccc2Cl)c1C(=O)NCc1nnnn1-c1ccc(F)cc1,-3.2,97.0,97.8,-2.1,-5.9,1.5,7.8,0.0,-19.2
O=S(=O)(Nc1ccccc1C(F)(F)F)c1ccc(-c2ccccn2)s1,x,81.8,95.5,x,x,-0.7,x,3.0,-5.1
CCc1ccc(N2C(=O)c3sc4nnc(C)c(=O)n4c3C2=O)cc1,-2.2,102.8,103.0,-2.9,-1.2,1.1,1.1,3.0,10.8
CC1CCC(NC(=O)C2CCC(CNc3c(N4CCCCC4)c(=O)c3=O)CC2)CC1 (centres undefined),2.4,103.8,91.6,3.0,0.3,0.0,-4.3,0.0,-1.9
CCOc1cc(/C=N/n2cnnc2)ccc1OCC(=O)Nc1ccccc1OC,-2.7,98.6,105.1,5.3,-10.8,1.2,-3.4,1.0,5.1
CC(=O)Oc1ccc(C)cc1-n1nc2ccccc2n1,2.7,102.1,97.4,0.6,5.0,1.3,-0.1,2.0,2.6
CCc1ccc(NC(=O)CSc2nc3ccccc3c(=O)n2CCN2CCOCC2)cc1,7.5,91.0,86.0,3.6,-1.2,-1.9,3.9,0.0,6.9
CCn1c(COc2ccc3c(c2)CCCC3)nnc1SCC(=O)Nc1ccc(C(=O)OC)cc1,-2.2,104.2,112.8,-1.8,0.4,-1.4,0.6,0.0,11.2
Nc1ccccc1Nc1ccncc1[N+](=O)[O-],9.6,109.1,104.5,1.3,4.7,1.2,-1.5,0.0,37.4
O=C(Nc1cc(=O)[nH]c2nc(-c3ccccc3)nn12)c1ccc(Cl)cc1,4.8,106.0,113.3,1.8,1.1,-2.8,-1.5,1.0,-3.3
CCC(c1nnnn1Cc1ccc(OC)cc1)N1CCN(C(=O)c2ccco2)CC1 (centres undefined),6.2,102.8,94.8,4.9,0.1,0.5,4.1,0.0,-3.4
Cc1cccc(NS(=O)(=O)c2cc(OCC(N)=O)c(C)cc2Cl)c1,7.2,94.7,93.0,5.8,2.3,3.9,-4.4,6.0,-10.8
CCCCN1CC(=O)N2[C@H]3c4cc(C)ccc4OC[C@@H]3[C@H](c3ccccc3)[C@]2(C)C1=O,x,99.7,97.1,x,11.8,x,x,3.0,13.9
CCOc1ccccc1NC(=O)c1cccnc1,-0.3,103.8,108.1,-6.5,7.6,-3.4,-2.9,1.0,8.7
CC1CCCN(CCCCOc2cccc(Br)c2)C1 (centres undefined),2.3,118.9,91.7,-0.1,-1.8,2.2,1.8,0.0,10.7
COc1ccc(CCC(=O)N2CCCSC2=Nc2ccc(C(C)=O)cc2)cc1,6.0,95.2,94.6,-1.1,-8.3,-0.8,4.1,1.0,9.8
Cc1cc(C(=O)N2CCCC(N3CCN(c4cccc(C(F)(F)F)c4)CC3)C2)nn1C (centres undefined),5.9,96.0,95.5,4.2,-1.1,-0.1,3.2,0.0,-119.2
O=C(Nc1ccccc1F)c1ccccc1-c1ccccc1,3.8,97.1,98.1,1.2,1.2,-0.6,3.1,3.0,-1.5
CC1(C)CC(=O)NC=C(c2ccccc2)C1,2.1,106.5,102.9,2.0,8.2,-1.9,-0.3,0.0,8.4
CCCN1C(=O)C2(SC(NC(C)=O)=NN2C(C)=O)c2cc(C)cc(C)c21 (centres undefined),2.6,102.2,96.1,-0.1,-2.6,-1.9,1.2,0.0,12.2
COC(=O)CCCC(=O)N1CCCC(C(=O)c2ccc(-c3ccccc3)cc2)C1 (centres undefined),1.6,98.2,98.0,15.0,3.8,-1.5,6.9,1.0,5.9
Cc1cc(NC(=O)Nc2ccc3c(ccn3C)c2)sn1,6.6,79.2,74.3,6.2,4.4,0.1,5.4,0.0,26.2
Cc1c(NC(=O)C(C)OC(=O)C23CC4CC(CC(Br)(C4)C2)C3)c(=O)n(-c2ccccc2)n1C (centres undefined),-3.7,101.8,95.3,-0.5,3.2,0.7,-1.2,4.0,-4.2
C#CCOCCOCCOCCNc1nc(N2CCOCC2)nc(N2CCN(C(=O)[C@H](CC(N)=O)n3cc(C(N)[C@@H](C)CC)nn3)CC2)n1 (some centres undefined),x,98.8,102.9,x,-5.9,x,x,0.0,11.5
C=CCn1c(O)c(N=O)c2cc(C)ccc21,5.6,107.2,99.5,5.5,-2.2,0.7,-7.2,19.0,18.9
COc1ccc2cc(/C(C)=N/NC(=S)Nc3cc(S(=O)(=O)N4CCOCC4)ccc3N3CCOCC3)ccc2c1,6.2,101.1,94.4,3.3,-2.0,2.5,-6.2,0.0,-0.6
COc1ccc(C(c2nnnn2CC2CCCO2)N2CCN(c3ccc(F)cc3)CC2)cc1 (centres undefined),5.9,98.1,109.7,8.0,-2.7,2.5,2.4,0.0,-3.9
Cc1cc(C)n(C(=O)c2cccc([N+](=O)[O-])c2C)n1,-18.0,103.5,101.2,-4.0,-2.4,-2.0,0.1,0.0,-3.6
N#Cc1nc(Cc2ccccc2)oc1NCc1cccnc1,1.7,102.6,106.9,1.9,11.3,0.3,1.8,x,8.5
CCCCNC(=O)COC(=O)c1c2c(nc3ccccc13)/C(=C/c1cccs1)CC2,2.4,82.8,78.0,-4.4,-32.1,x,8.0,0.0,-16.4
CCC(=O)N1c2ccc(S(=O)(=O)NC3CCCCC3)cc2CC1C (centres undefined),5.1,112.4,97.8,7.3,-3.4,-2.0,-1.0,1.0,8.5
COc1ccc(S(=O)(=O)N2CCCCCC2)cc1NC(=O)Cc1ccccc1F,1.8,101.4,99.6,3.3,6.1,2.1,-4.7,0.0,3.6
Cc1ccc(-c2csc(Nc3ccccc3)[n+]2CCc2ccccc2)cc1,7.6,97.4,104.3,6.2,1.5,-1.2,4.4,7.0,-6.0
CC1(c2ccc3ccccc3c2)NC(=O)N(CC(=O)Nc2ncccc2O)C1=O (centres undefined),15.8,102.1,90.8,21.1,8.9,x,x,7.0,1.5
O=S(N1CCCCCC1)C12CC3CC(CC(C3)C1)C2 (centres undefined),-1.9,96.4,94.7,0.7,-3.9,1.4,-4.1,6.0,6.7
O=S(=O)(c1cnc[nH]1)N1CCN(C(c2ccc(F)cc2)c2ccc(F)cc2)CC1,3.9,96.4,100.0,-2.7,-2.4,2.3,1.0,2.0,5.8
CCCC(C(=O)NCc1ccco1)N(Cc1ccco1)C(=O)CNS(=O)(=O)c1ccccc1 (centres undefined),2.7,97.2,103.8,4.6,3.9,-0.8,-2.6,0.0,0.3
O=C(Nc1ccc(C(F)(F)F)cc1)c1ccc2nc[nH]c2c1,1.4,101.4,102.2,2.7,7.0,-0.7,-6.0,6.0,9.7

# Copied from the entries so far (2 entries):
SMILES,BCLXL inh,AGP1 TOR yeast,CIT2 TOR yeast,MCL1 BIM primary,GLD-1 RNA inh,MEX-5 binding,Fam108B inh,GRK2 inh,VLA-4 inh
CC1(C)CC(=O)NC=C(c2ccccc2)C1,2.1,106.5,102.9,2.0,8.2,-1.9,-0.3,0.0,8.4
CCCN1C(=O)C2(SC(NC(C)=O)=NN2C(C)=O)c2cc(C)cc(C)c21 (centres undefined),2.6,102.2,96.1,-0.1,-2.6,-1.9,1.2,0.0,12.2

# Next results:
SMILES,BCLXL inh,AGP1 TOR yeast,CIT2 TOR yeast,MCL1 BIM primary,GLD-1 RNA inh,MEX-5 binding,Fam108B inh,GRK2 inh,VLA-4 inh
Cc1ccc(CS(=O)(=O)Cc2ccc(C(=O)NCc3cccs3)o2)cc1,-0.8,104.2,97.0,1.7,-2.4,4.9,0.6,0.0,-0.8
COc1ccc(F)cc1S(=O)(=O)n1nc(C)cc1C,4.3,96.2,98.3,8.3,4.4,2.0,3.5,0.0,-6.4
CC(C)[C@H]1C=C(C(=O)O)O[C@@H](OCCCCO)C1,2.5,x,x,-0.4,3.0,1.8,2.8,x,x
CN(C)c1nc(=NCc2ccco2)ss1,6.8,96.3,100.4,11.8,-0.4,-1.8,-2.9,1.0,17.5

# No enrichment for hits; 2.2% or so of the library scored in one or more.
